High-throughput results: PubChem BioAssay, Sanford-Burnham Center for Chemical Genomics
H9c2 TAG inh: inhibitors of triacylglycerol accumulation, primary screen, cell-based, uHTS, fluorescence, H9c2; inhibition, % at 12.5 µM; AID 651582, 2012; H9c2 cells, Nile Red lipid (TAG) fluorescence; cells loaded with 200 µM oleic acid; 230,000 tested, 0.66% active;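 active means pattern-corrected inhibition of lipid staining of at least 50% with the nuclear-stain viability signal not falling by more than 50%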;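 further: 0% = DMSO wells and 100% = triacsin C control wells; some results filed as inactive read as strong as hits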
H9c2 TAG inh DAPI viability: recorded beside H9c2 TAG inh, whose call it bears; DAPI nuclei signal change (viability), lower = more cytotoxic, %;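 whole-well DAPI fluorescence read on a plate reader as a viability signal; minus 50 percent equals half of cells still viable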
Numbers without * were called inactive. The list is partial (hit frequency here may not be typical).

compound	H9c2 TAG inh DAPI viability	H9c2 TAG inh
CC(=O)c1cccc(NC(=O)C2CCCN(S(=O)(=O)c3cccc4cccnc34)C2)c1 (stereo not given)	8.6	3.6
Cc1csc(NC(=O)C2(C)CCN2C(=O)C(C)C)c1C#N (stereo not given)	-0.1	0.9
CC(=O)CCC(=O)OCC(=O)Nc1ccc(SC(F)F)cc1	2.7	-13.4
CCN(CC)CCCN(Cc1cc2cc3c(cc2[nH]c1=O)OCO3)C(=S)Nc1ccccc1OC	7.0	12.1
CCOc1ncccc1C(=O)OCC(=O)N(CC(C)C)C1CCS(=O)(=O)C1 (stereo not given)	4.5	7.4
COc1cccc(C(C(=O)NC2CCCC2)N(C(=O)c2ccco2)C2CC2)c1OC (stereo not given)	-6.2	-7.9
Clc1nc2c(-c3ccccc3)nnn2c2ccccc12	-1.9	6.1
C/C(=C\C(=O)c1ncc(C(F)(F)F)cc1Cl)N(C)C	14.7	2.4
CC1CC(C)CN(C(=O)CSc2nc(N)cc(=O)[nH]2)C1 (stereo not given)	11.8	-3.7
O=C(NCCC1CCCCN1S(=O)(=O)c1ccc(F)cc1)C(=O)NCc1ccncc1 (stereo not given)	-9.6	7.7
O=c1c(C(c2ccc(Br)cc2)c2c(O)nc3n(c2=O)CCCS3)c(O)nc2n1CCCS2	1.0	2.1
COc1cc(NC(=O)CN2C(=O)c3ccccc3S2(=O)=O)cc(OC)c1	-7.6	5.5

(next part)
compound	H9c2 TAG inh DAPI viability	H9c2 TAG inh
Oc1c(Br)cc(/C=N/n2c(-c3ccccc3)n[nH]c2=S)c(O)c1Br	7.7	-7.5
Cc1ccc(N(CC(=O)NC(C)(C)C)C(=O)CCC(=O)Nc2ccccn2)c(C)c1	6.2	7.4
NC(=S)N/N=C1\CCSc2ccc(Cl)cc21	5.7	-9.4
CC(C)Cn1nc(NC(=O)C(C)(C)C)c2cc3ccccc3nc21	21.4	-3.4
C=CCn1c(-c2cccn(Cc3cccc(Cl)c3)c2=O)n[nH]c1=S	5.3	-18.7
O=C(CSc1nc2ccccc2c(=O)n1-c1ccccc1)c1cccc([N+](=O)[O-])c1	-9.5	-1.4
COC(=O)c1ccccc1NC(=O)Nc1nnc(N2CCCCC2C)s1 (stereo not given)	1.6	9.8
CSc1ccccc1-c1cnc2cccnn12	0.3	0.1
CCOC(=O)c1cc(-c2ccccc2)n(CC(=O)N2CCCC2)c1C	-8.0	13.8
COCc1cc(C)nc2sc3c(=O)n(-c4cccc5ccccc45)nnc3c12	-1.5	5.3
Cc1ccc(-n2cc(CCCCCCCCC(=O)O)nn2)cc1	6.6	2.5
O=Cc1c(N2CCN(c3cccc(Cl)c3)CC2)nc2ccccn2c1=O	6.6	14.9

Next part:
compound	H9c2 TAG inh DAPI viability	H9c2 TAG inh
CC(=O)CSc1nc2ccccc2o1	0.7	2.8
COC(=O)c1c(NC(=O)Cn2nc(C(F)F)cc2C(F)F)sc(C)c1C	-3.1	-28.3
Cc1cccc(C(=O)NCC(=O)NNC(=O)c2ccccc2O)c1	3.3	-10.8
CCOCCCNC(=O)C(c1ccc(OC)cc1)N(Cc1cccs1)C(=O)CNC(C)=O (stereo not given)	1.2	1.2
CC1CCc2cc(F)cc3c(O)c(C(=O)NCC4CCCO4)c(=O)n1c23 (stereo not given)	-14.5	17.7
Cn1c(SCC(=O)NC2CCCCCC2)nnc1-c1cccs1	-7.6	10.6
O=C1CSC(c2cccc([N+](=O)[O-])c2)N1c1ccccc1 (stereo not given)	-9.7	10.8
CNC(=O)N(O)C1N(/N=C/c2cccnc2)C(=S)SC1(C)C (stereo not given)	0.8	12.1
O=C(CNC(=O)c1ccc(OC(F)F)cc1)NCC1(N2CCOCC2)CCCCC1	-3.7	5.6
O=C(CCCCC(=O)OC1CCCCC1)OC1CCCCC1	-9.8	11.1
O=C(Cc1c(C(=O)O)[nH]c2ccccc12)NCCN1CCN(c2cccc(Cl)c2)CC1	2.1	-0.3
O=C(O)C1C2CC3OC(=O)C1C3C2 (stereo not given)	-1.0	6.2

The list goes on.
compound	H9c2 TAG inh DAPI viability	H9c2 TAG inh
CC(C)OC(=O)/C(=C\c1ccccc1)NC(=O)c1ccccc1	-8.0	-17.9
CSc1cccc(N2CC(C(=O)Nc3cccc(S(=O)(=O)N4CCCC4)c3)CC2=O)c1 (stereo not given)	1.0	-22.3
CC(Sc1ccc(S(=O)(=O)N2CCN(C)CC2)cn1)C(=O)NC1(C#N)CCCCC1 (stereo not given)	19.7	-0.6
CC(=O)N1CCN(S(=O)(=O)c2ccc(C)cc2)C1C (stereo not given)	-8.2	1.7
CCCN(CC(=O)Nc1ccccc1OC)C(=O)c1cc(-c2ccccc2)nn1-c1ccccc1	1.8	-3.6
CN(C)c1ccc(NC(=O)CSc2n[nH]c(-c3ccco3)n2)cc1	6.6	0.5
N/C(Cc1ccc([N+](=O)[O-])cc1)=N\OC(=O)c1ccc([N+](=O)[O-])cc1	11.2	-14.2
COc1ccccc1C(=O)COC(=O)c1cc([N+](=O)[O-])ccc1N1CCOCC1	3.6	7.3
O=C(OCC(=O)N1CCc2ccccc21)c1ccc[nH]c1=O	-10.3	4.8
CS(=O)(=O)N1CCCCC1c1cc(C(=O)NCc2ccc(F)cc2)no1 (stereo not given)	7.2	-5.0
C[C@]12CC[C@H](O)CC1=CCC1C2CC[C@@]2(C)C1CCC21OCCO1 (stereo not given in full)	0.5	-6.0
COc1ccc(Cl)c2c1[nH]c1nc(SCc3cccnc3)nnc12	-5.5	13.9

Looked up by compound from above (five):
compound	H9c2 TAG inh DAPI viability	H9c2 TAG inh
CC(Sc1ccc(S(=O)(=O)N2CCN(C)CC2)cn1)C(=O)NC1(C#N)CCCCC1 (stereo not given)	19.7	-0.6
CN(C)c1ccc(NC(=O)CSc2n[nH]c(-c3ccco3)n2)cc1	6.6	0.5
CS(=O)(=O)N1CCCCC1c1cc(C(=O)NCc2ccc(F)cc2)no1 (stereo not given)	7.2	-5.0
COc1ccc(Cl)c2c1[nH]c1nc(SCc3cccnc3)nnc12	-5.5	13.9
C[C@]12CC[C@H](O)CC1=CCC1C2CC[C@@]2(C)C1CCC21OCCO1 (stereo not given in full)	0.5	-6.0

More entries.
compound	H9c2 TAG inh DAPI viability	H9c2 TAG inh
CCS(=O)(=O)N1CCC(NC(=O)c2ccco2)CC1	1.3	-2.8
Cc1ccc(C=C2C=C(c3ccccc3)OC2=O)cc1	-5.9	3.1
CCC(C)CNC(=O)c1cccc(OC2CCN(CC(C)(C)C)CC2)c1 (stereo not given)	-2.4	3.8
CCCCn1cnc2c(SCCc3ccccc3)nc(N)nc21	-3.9	0.2
CC(=O)Nc1cccc(C(=O)OCC(=O)N2CCC(c3ccccc3)=N2)c1	4.1	2.9
COc1ccccc1NC(=O)Cc1noc(CSc2nnc(C)n2C)n1	2.4	12.1
Cc1cc(N(CCO)CCO)ccc1N=Nc1cc(F)ccc1F	-5.4*	72.7*
Cc1ccccc1N=Cc1ccc[nH]1	-9.4	1.4
Clc1ccc(C(c2nnnn2C2CCCC2)N2CCN(Cc3ccncc3)CC2)cc1 (stereo not given)	-37.6	-23.4
CCN(C(=O)COC(=O)/C(=C/c1ccccc1)n1nnnc1C)C1CCCCC1	-7.5	7.1
OCC1OC2C(NC(=S)N2c2ccccc2)C(O)C1O (stereo not given)	3.7	4.8
CCc1ccccc1OCC(=O)N1CCN(c2ncccn2)CC1	0.6	-15.2

Some of these compounds in order of number of heavy atoms, low to high:
compound	H9c2 TAG inh DAPI viability	H9c2 TAG inh
CCS(=O)(=O)N1CCC(NC(=O)c2ccco2)CC1	1.3	-2.8
CCc1ccccc1OCC(=O)N1CCN(c2ncccn2)CC1	0.6	-15.2
CCC(C)CNC(=O)c1cccc(OC2CCN(CC(C)(C)C)CC2)c1 (stereo not given)	-2.4	3.8

Other structures follow.
compound	H9c2 TAG inh DAPI viability	H9c2 TAG inh
Cc1ccccc1CO/N=C/c1[nH]ncc1Br	-8.0	9.9
O=C(Cc1ncn[nH]1)NCCc1ccccc1	-16.8	10.8
CN(C)c1cccc(C(=O)NCc2ccc(Cl)cc2)c1	-0.6	-15.4
COc1ccc(NC(=O)COc2cccnc2[N+](=O)[O-])cc1OC	-4.8	-0.8
COc1cccc(CNc2nc3cc(-c4ccc(C)cc4)sc3c(=O)n2C)c1OC	1.1	14.0
CCC(CC)c1nnc(NC(=O)c2nc3nc(C)cc(C)n3n2)s1	6.0	-6.9
Cc1ccc(-c2nc(N)sc2-c2ccc(C)cc2)cc1	6.0	-8.4
CC(C)(C)NC(=O)NC(=O)COC(=O)Cc1c(F)cccc1Cl	3.8	0.7
c1cn2c(-c3ccoc3)cncc2n1	1.5	7.0
O=S(=O)(c1ccccc1)[C@@]1(c2ccccc2)C[C@@H]2ON=C(c3cccc(Br)c3)[C@@H]2C1	7.2	-15.3
COC(=O)c1c(NC(=O)Cc2ccccc2)sc2c1C(C(=O)OC)CC2 (stereo not given)	-8.8	-38.4
Cc1cccn2c(=O)c(C=O)c(Cl)nc12	-13.3	3.2

The results go on.
compound	H9c2 TAG inh DAPI viability	H9c2 TAG inh
C[C@H](CO)N1C[C@H](C)[C@@H](CN(C)C(=O)NC2CCCCC2)Oc2ccc(NC(=O)C3CC3)cc2C1=O	-1.9	10.8
Cc1ccc(S(=O)(=O)c2cnc(-c3ccccc3)nc2N2CCN(C)CC2)cc1	18.8	22.0
Cc1ccc(-c2nnc3c(C(F)(F)F)nc4ccccc4n23)cc1	6.9	0.0
O=C(NC1CCCCC1)C1CCN(c2cnccn2)CC1	7.9	13.7
CCCn1nnc(NC(=O)c2ccc(Br)o2)n1	-0.8	2.5
CSc1nc(O)c(C(c2ccc(F)cc2)c2c(O)nc(SC)[nH]c2=O)c(=O)[nH]1	-0.9	5.7
COc1ccccc1C(=O)Nc1nnn(C)n1	2.3	4.3
C[C@@H]1C[C@H]2[C@@H]3C[C@H](F)C4=CC(=O)C=C[C@]4(C)[C@@]3(Cl)[C@@H](O)C[C@]2(C)[C@H]1C(=O)COC(=O)C(C)(C)C	-1.0	31.2
C[C@@H]1CN([C@@H](C)CO)C(=O)CCCn2nncc2CO[C@H]1CN(C)S(=O)(=O)c1ccc(Cl)cc1	-3.0	2.2
CCc1nn(CCCC(=O)NC2CCCCC2C)c(=O)c2cc3occc3n12 (stereo not given)	-11.8	11.1
CC(=O)Nc1cccc(NC(=S)Nc2cccc(Cl)c2Cl)c1	-7.0	-6.9
CCOC(=O)c1ccc(-c2c(-c3cc(OC)c(OC)c(OC)c3)noc2C)cc1F	-26.6	45.7

Continued.
compound	H9c2 TAG inh DAPI viability	H9c2 TAG inh
CCN(CC)c1cnn(C/C(=N\OC)c2ccc(Cl)cc2)c(=O)c1Br	-2.3	-8.8
COC(=O)c1cnc(Oc2ccc(NC(=O)NC(=O)c3c(OC)cccc3OC)cc2)cc1C(F)(F)F	-26.8	41.8
COC(=O)c1cc2c(s1)-c1ccccc1OC2	121.1	-2.8
Cc1cc(C)n(-c2ccc(C(=O)Nc3ccc4c(c3)OCCO4)cc2)n1	-6.0	-3.9
O=C(CSc1ncnc2c1cnn2-c1ccccc1)NC1CCCC1	3.3	18.5
CCc1ccccc1OCCCCN1CCCC1	-10.0	20.0
CCN(CC(=O)Nc1c(F)cccc1F)C(=O)c1ccc2ccccc2n1	0.6	6.9
c1ccc(C[C@H]2CNCCN2CCC23CC4CC(CC(C4)C2)C3)cc1	9.4	11.4
CC(C)N(Cc1ccccc1)C(=O)COC(=O)c1cnc(Cl)c(Cl)c1	-1.3	-2.6
COc1ccc(CCNC(=O)c2oc3ccc(S(=O)(=O)N4CCOCC4)cc3c2C)cc1OC	15.1	-0.1
O=C(CSc1ccc(Cl)cc1)Nc1nnc(-c2ccco2)o1	7.3	-6.9
CCN(CC)C(=O)CN1CCC(c2nc3cc(C)c(C)cc3[nH]2)CC1	-0.2	8.7

(next part)
compound	H9c2 TAG inh DAPI viability	H9c2 TAG inh
COc1ccccc1CNC(=O)CCCNS(=O)(=O)c1cccc2nsnc12	1.3	8.9
COC(=O)c1cc(C)nc2c1c(C)nn2-c1ccccc1	10.7	24.2
CC(=O)c1ccc(NC(=O)CSc2nccn2CCc2ccccc2)cc1	-4.5	-10.2
CCc1nc2ccc(C(=O)N(CC)CCN(C)C)cn2c1N(C)Cc1ccc(OC)cc1	-2.8	14.6
CN(CCCC(=O)Nc1ccccc1)S(=O)(=O)c1ccc(Cl)cc1	-8.9	9.5
O=C1NC(=O)C(c2ccccc2)N1 (stereo not given)	2.7	1.7
COc1ccccc1/C=C/C(=O)OCC(=O)Nc1c(C)nn(-c2ccccc2)c1C	-3.5	-3.7
CC1(C)CC(=O)C(C=NCC2CCN(C(=S)Nc3ccccc3)CC2)=C(O)C1	-6.4	-5.5
NNC(=O)c1cc2sccc2s1	3.0	4.8
CCCCCCCn1ccc(=N)cc1	-7.2	-39.6
O=C(c1ccc(C(F)(F)F)cc1)C1CCCN(C(=O)c2cnccn2)C1 (stereo not given)	-0.6	6.0
CC(C)N1CCNCC1	-14.7	16.4

(continued)
compound	H9c2 TAG inh DAPI viability	H9c2 TAG inh
COc1ccc(-c2sc3ccc(OC)cc3c2C#Cc2cncn2C)cc1	5.3	21.5
Cn1c(C(=O)NCc2ccccn2)cc2c(=O)n(C)c3ccccc3c21	4.9	14.8
CCOC(=O)c1ccccc1NC1c2ccccc2C(=O)N1C1CCN(C(=O)OCC)CC1 (stereo not given)	-2.0	14.2
CCN(CC(=O)Nc1c(F)cccc1F)C(=O)Cc1cccs1	4.9	-1.7
Cc1ccc(S(=O)(=O)N/N=C/c2ccc(OC3CSC3)cc2)cc1	5.2	-8.7
COC(=O)c1c(C#N)c(N)nc2c1CCC2	6.2	19.3
COc1cc(OC)cc(C(=O)N[C@@H](CCSC)c2nc3ccccc3[nH]2)c1	-9.5	-11.2
